# Assay outcomes deposited in PubChem BioAssay by Broad Institute.
# p53 PUMA act: mutant p53 pathway reactivation. SW480 PUMA-promoter luciferase. activation, % at 9.98 µM. hit rate 1.5% among 28,000. AID 624151; in the data active = activation above about 52%; inconclusive = no clear call, values can overlap the other calls
# STK33 inh: human STK33 kinase inhibition; Q9BYT3; ADP-Glo luminescence, MBP substrate; inhibition, % at 12.5 µM; hit rate 0.44% among 27,000; AID 2322; in the data active = inhibition above about 20%; inconclusive = no clear call, values can overlap the other calls
# Target sequence (Q9BYT3 whole entry, looked up): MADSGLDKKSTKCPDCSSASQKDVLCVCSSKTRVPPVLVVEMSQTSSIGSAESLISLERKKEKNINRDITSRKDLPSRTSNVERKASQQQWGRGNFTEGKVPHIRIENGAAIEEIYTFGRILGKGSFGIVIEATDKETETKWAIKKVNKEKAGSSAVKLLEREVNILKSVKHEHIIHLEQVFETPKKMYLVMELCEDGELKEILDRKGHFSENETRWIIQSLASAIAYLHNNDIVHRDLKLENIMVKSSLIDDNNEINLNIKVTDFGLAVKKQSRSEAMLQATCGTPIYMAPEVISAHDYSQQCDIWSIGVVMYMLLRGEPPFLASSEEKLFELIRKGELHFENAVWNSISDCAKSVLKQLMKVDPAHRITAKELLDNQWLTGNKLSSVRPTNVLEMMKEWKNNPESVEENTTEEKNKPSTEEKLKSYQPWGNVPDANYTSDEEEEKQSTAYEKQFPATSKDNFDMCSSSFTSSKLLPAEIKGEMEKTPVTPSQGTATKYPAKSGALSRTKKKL
# Active calls of the source: *; ? = inconclusive; nt = no result given. Not all compounds are listed, so the mix of outcomes need not match the whole.
SMILES,p53 PUMA act,STK33 inh
CC(C)NC(=O)Nc1ccc2c(c1)C(=O)N([C@H](C)CO)C[C@@H](C)[C@H](CN(C)S(=O)(=O)c1ccc(Cl)cc1)O2,nt,2
C[C@H]1CN([C@@H](C)CO)S(=O)(=O)c2ccc(-c3cncnc3)cc2O[C@H]1CN(C)Cc1ccccn1,8,nt
C[C@@H]1CCCCO[C@@H](CN(C)Cc2ccccc2)[C@@H](C)CN([C@@H](C)CO)C(=O)c2cc(NC(=O)Nc3ccc4c(c3)OCO4)ccc2O1,6,nt
COC(=O)c1sc2nc(-c3ccccc3)nc(Nc3nc(C)cc(C)n3)c2c1C,?,1
Cc1noc(C)c1S(=O)(=O)Nc1ccc2c(c1)C(=O)N([C@H](C)CO)C[C@H](C)[C@@H](CN(C)S(=O)(=O)c1cn(C)cn1)OCCCC[C@@H](C)O2,nt,0
C[C@H]1CN([C@@H](C)CO)C(=O)c2cccc(NC(=O)c3cnccn3)c2O[C@H]1CN(C)C(=O)NC1CCCCC1,4,nt
CC(=O)c1cccc(N(CC(=O)N(C)C)S(C)(=O)=O)c1,-20,0
COC(=O)c1ccccc1NC(=O)CNC(=O)c1ccc(C(C)(C)C)cc1,-7,3
C[C@H]1CN([C@@H](C)CO)C(=O)Cc2cc(NC(=O)Nc3ccc4c(c3)OCO4)ccc2O[C@H]1CN(C)S(=O)(=O)c1cccs1,nt,3
C[C@H](CO)N1C[C@H](C)[C@H](CN(C)C(=O)NC2CCCCC2)Oc2c(NC(=O)c3nc4ccccc4s3)cccc2C1=O,2,nt
COc1ccc(C(=O)CSc2nnc(-c3ccccc3)n2-c2ccc(Cl)cc2)cc1,-4,4
COc1ccc(CN(C)C[C@H]2Oc3c(NC(=O)Nc4c(C)noc4C)cccc3C(=O)N([C@H](C)CO)C[C@H]2C)cc1,0,nt
COc1cc(O)c(C(=O)c2c(C)cc(O)cc2OC)c(O)c1,-12,-3
COc1ccc(-n2c(SCC(=O)Nc3ccc(C)c(Cl)c3)nnc2-c2ccncc2)cc1,4,-4
COc1ccc(NC(=O)Nc2ccc3c(c2)CC(=O)N([C@H](C)CO)C[C@@H](C)[C@@H](CN(C)C(=O)Nc2ccc(C(F)(F)F)cc2)O3)cc1,nt,2
O=C(O)c1ccc(Cl)c(S(=O)(=O)N2CCCC2C(=O)O)c1 (centres undefined),1,-2
CC(C)Oc1ccccc1NC(=O)CSc1nnc(-c2ccccc2Cl)o1,-10,3
C[C@@H]1CN([C@@H](C)CO)C(=O)c2cccc(NS(=O)(=O)c3ccc(Cl)cc3)c2O[C@@H]1CN(C)C,4,nt
CO/N=C(\C(=O)N[C@@H]1C(=O)N2C(C(=O)O)=C(COC(N)=O)CS[C@H]12)c1ccco1,10,5
C[C@H](CO)N1C[C@H](C)[C@H](CN(C)S(=O)(=O)c2ccccc2)Oc2ncccc2C1=O,0,nt
O=C(Sc1ccc(Oc2ccc(SC(=O)c3ccco3)cc2)cc1)c1ccco1,16,nt
C[C@@H]1CCCCO[C@@H](CN(C)C(=O)c2ccccc2)[C@@H](C)CN([C@H](C)CO)C(=O)c2cc(NS(=O)(=O)c3cn(C)cn3)ccc2O1,-3,-4
O=C(Cc1cccc2ccccc12)Nc1ccc(O)cc1C(=O)O,0,0
C[C@H]1CN([C@@H](C)CO)C(=O)Cc2cc(NC(=O)Cc3cn(C)c4ccccc34)ccc2O[C@H]1CN(C)CC1CCCCC1,nt,-1
O=c1c(Cc2ccccc2)c(O)c2cccc3c4ccccc4n1c23,nt,0
SMILES,p53 PUMA act,STK33 inh
COc1ccc(-c2noc(CCC(=O)Nc3ccc(C)c(C)c3)n2)cc1,9,0
C[C@@H]1CN([C@H](C)CO)C(=O)c2cccc(NC(=O)NC3CCCCC3)c2O[C@H]1CN(C)Cc1ccncc1,2,nt
O=C(NS(=O)(=O)c1ccc(NC(=O)C2CCCO2)cc1)c1ccccc1 (centres undefined),-11,0
C[C@@H]1CCCCO[C@@H](CN(C)Cc2ccccc2)[C@@H](C)CN([C@H](C)CO)C(=O)c2cc(NS(=O)(=O)c3ccc(Cl)cc3)ccc2O1,nt,1
O=C(NCc1ccccn1)C1CC(c2ccc(Cl)c(Cl)c2)=NO1 (centres undefined),-7,3
O=C(O)c1ccc(NC(=O)C2CC=CCC2C(=O)O)cc1 (centres undefined),-5,0
Cc1ccc(-c2cc(C(=O)NCCCN3CCOCC3)c3cc(Br)ccc3n2)cc1,32,-1
COc1cc(Cl)c(C)cc1NC(=O)Cc1ccccc1[N+](=O)[O-],-5,2
Cc1noc(C)c1S(=O)(=O)N(C)C[C@H]1Oc2ccc(NS(=O)(=O)c3cn(C)cn3)cc2C(=O)N([C@@H](C)CO)C[C@H]1C,3,nt
Cc1ccc(S(=O)(=O)Nc2ccc3c(c2)CC(=O)N([C@H](C)CO)C[C@@H](C)[C@@H](CN(C)C(=O)NC(C)C)O3)cc1,nt,-3
O=C(COc1ccc(Cl)cc1Br)Nc1ccccc1C(=O)NC1CCCCC1,-12,0
COc1ccc(C)cc1NC(=O)CSc1nnc(-c2ccc(Cl)c(Cl)c2)n1C,-1,-1
O=C(COc1ccccc1Cl)Nc1ccccc1NC(=O)c1ccco1,?,6
C[C@H]1CN([C@@H](C)CO)C(=O)Cc2cc(NC(=O)Nc3ccc(F)cc3)ccc2O[C@@H]1CN(C)S(=O)(=O)c1ccc(Cl)cc1,nt,0
COC(=O)c1cccc(NC(=O)CN(c2ccc(I)cc2)S(C)(=O)=O)c1C,-2,2
CO[C@H](C(=O)N(C)C[C@H]1OCc2ccccc2-c2ccccc2C(=O)N([C@@H](C)CO)C[C@@H]1C)c1ccccc1,9,nt
CCN(CC(=O)Nc1ccc(F)c(Cl)c1)S(=O)(=O)c1ccc2ccccc2c1,0,-2
C[C@@H]1CN([C@H](C)CO)C(=O)Cc2cc(NC(=O)NC3CCCCC3)ccc2O[C@H]1CN(C)Cc1ccc(C(=O)O)cc1,3,0
C[C@H]1CN([C@@H](C)CO)C(=O)CCCn2cc(nn2)CO[C@H]1CN(C)Cc1ccc(C(F)(F)F)cc1,7,-7
CC(C)c1ccccc1Oc1coc2cc(OCC(=O)Nc3ccccc3F)ccc2c1=O,-5,-1
Cc1ccc(CCN=c2c([N+](=O)[O-])nn(-c3ccc4c(c3)OCCO4)n2O)cc1,20,0
CCCC(O)C#Cc1cnc2c(c1)C(=O)N([C@H](C)CO)C[C@H](C)[C@H](CN(C)Cc1ccccc1)O2 (some centres undefined),4,1
C=C(C(=O)O[C@@H]1O[C@H](CO)[C@@H](O)[C@H](O)[C@H]1O)[C@@H]1CC[C@@]2(C)C[C@H](O)C[C@@](C)(O)C2C1 (some centres undefined),-3,-4
Cc1nc(C)n(CC(O)COc2ccc3ccccc3c2)n1 (centres undefined),6,1
O=[N+]([O-])c1cccc2c(Br)[nH]nc12,25,1

# Six consecutive compounds from above:
SMILES,p53 PUMA act,STK33 inh
CC(C)c1ccccc1Oc1coc2cc(OCC(=O)Nc3ccccc3F)ccc2c1=O,-5,-1
Cc1ccc(CCN=c2c([N+](=O)[O-])nn(-c3ccc4c(c3)OCCO4)n2O)cc1,20,0
CCCC(O)C#Cc1cnc2c(c1)C(=O)N([C@H](C)CO)C[C@H](C)[C@H](CN(C)Cc1ccccc1)O2 (some centres undefined),4,1
C=C(C(=O)O[C@@H]1O[C@H](CO)[C@@H](O)[C@H](O)[C@H]1O)[C@@H]1CC[C@@]2(C)C[C@H](O)C[C@@](C)(O)C2C1 (some centres undefined),-3,-4
Cc1nc(C)n(CC(O)COc2ccc3ccccc3c2)n1 (centres undefined),6,1
O=[N+]([O-])c1cccc2c(Br)[nH]nc12,25,1

# The list continues.
SMILES,p53 PUMA act,STK33 inh
C[C@@H]1CN([C@H](C)CO)C(=O)c2ccccc2-c2ccccc2CO[C@@H]1CN(C)S(=O)(=O)c1cccc(C#N)c1,-8,nt
C[C@H]1CN([C@@H](C)CO)C(=O)c2cc(NS(=O)(=O)c3ccc(F)cc3)ccc2O[C@H]1CN(C)Cc1ccc(-c2ccccc2)cc1,5,2
C[C@@H]1CN([C@@H](C)CO)C(=O)Cc2cc(NC(=O)Nc3ccc(F)cc3)ccc2O[C@@H]1CN(C)Cc1ccc(C(F)(F)F)cc1,nt,-3
C[C@H]1CN([C@@H](C)CO)C(=O)c2cc(NC(=O)Nc3ccccc3)ccc2O[C@@H]1CN(C)Cc1ccc(Cl)c(Cl)c1,nt,0
C[C@@H]1CN([C@H](C)CO)C(=O)c2cccc(NC(=O)c3ccc(-c4nccs4)cc3)c2O[C@@H]1CN(C)C(=O)NC1CCCCC1,-1,nt
Cc1ccc(S[C@]2(C(=O)NCCCN(C)C)CC(=O)N(C3CCCCC3)[C@@H]2c2ccc(CO)cc2I)cc1,nt,-15
C[C@@H]1CN([C@H](C)CO)C(=O)Cc2cc(NC(=O)Cn3cnnn3)ccc2O[C@H]1CN(C)CC1CCCCC1,nt,-3
C[C@@H]1CN([C@H](C)CO)C(=O)c2cc(-c3cccc(C#N)c3)cnc2O[C@@H]1CN(C)C(=O)c1cnccn1,12,nt
NCCCCCNC(=O)[C@@H]1C[C@@H]2C(=O)N[C@@H](Cc3ccccc3)C(=O)N2[C@@H]1c1ccc(O)cc1,nt,0
C[C@H](CO)N1C[C@H](C)[C@H](CN(C)Cc2ccc3c(c2)OCO3)Oc2ccc(NC(=O)C3CCCCC3)cc2C1=O,-54,1
Cc1ccc(CN(C)C[C@H]2OCc3cnnn3CCCC(=O)N([C@H](C)CO)C[C@H]2C)cc1,nt,-1
COc1cc(-n2nnnc2SCC(=O)Nc2cccc(Cl)c2Cl)c(OC)cc1Cl,-21,4
C[C@@H]1CN([C@H](C)CO)C(=O)c2cc(C#Cc3cccnc3)cnc2O[C@@H]1CN(C)Cc1ccc(F)cc1,5,nt
C[C@@H]1CN([C@@H](C)CO)S(=O)(=O)c2ccc(C#CCN(C)C)cc2O[C@H]1CN(C)Cc1ccncc1,-13,nt
COc1ccc(S(=O)(=O)Nc2ccc3c(c2)CC(=O)N([C@@H](C)CO)C[C@H](C)[C@@H](CN(C)C(=O)NC2CCCCC2)O3)cc1,nt,1
CC(C)NC(=O)Nc1ccc2c(c1)CC(=O)N([C@H](C)CO)C[C@H](C)[C@@H](CN(C)S(=O)(=O)c1ccccc1)O2,11,nt
COc1ccc(OC)c(S(=O)(=O)N2CCC(C(=O)Nc3ccc(Cl)cc3)CC2)c1,7,2
CSc1cccc(N2C(=S)NC3c4ccccc4OC24CCCC34)c1 (centres undefined),3,nt
COc1ccc(S(=O)(=O)N(C)C[C@@H]2Oc3ncc(C#CC4(O)CCCC4)cc3C(=O)N([C@H](C)CO)C[C@@H]2C)cc1,-6,nt
COc1ccc(NC(=O)Nc2ccc3c(c2)CC(=O)N([C@H](C)CO)C[C@H](C)[C@H](CN(C)Cc2ccc4c(c2)OCO4)O3)cc1,nt,-1
Cc1ccc(S(=O)(=O)N(C)C[C@@H]2Oc3ccc(NC(=O)Nc4ccc5c(c4)OCO5)cc3CC(=O)N([C@@H](C)CO)C[C@@H]2C)cc1,nt,-1
Cc1noc(C)c1NC(=O)N(C)C[C@H]1Oc2ccc(NS(C)(=O)=O)cc2CC(=O)N([C@@H](C)CO)C[C@@H]1C,nt,2
CC(CCC(=O)Nc1ccccc1)C(=O)O (centres undefined),12,1
CC(C)NC(=O)Nc1ccc2c(c1)C(=O)N([C@H](C)CO)C[C@H](C)[C@@H](CN(C)C(=O)Cc1ccccc1)OCCCC[C@@H](C)O2,2,-5
COc1ccc(S(=O)(=O)Nc2ccc3c(c2)C(=O)N([C@@H](C)CO)C[C@@H](C)[C@@H](CN(C)S(=O)(=O)c2ccc(OC)cc2)O3)cc1,1,2

# One compound at a time (already shown):
# `C[C@@H]1CCCCO[C@@H](CN(C)C(=O)c2ccccc2)[C@@H](C)CN([C@H](C)CO)C(=O)c2cc(NS(=O)(=O)c3cn(C)cn3)ccc2O1` is entered as p53 PUMA act = -3; STK33 inh = -4
# `CC(C)NC(=O)Nc1ccc2c(c1)CC(=O)N([C@H](C)CO)C[C@H](C)[C@@H](CN(C)S(=O)(=O)c1ccccc1)O2` is entered as p53 PUMA act = 11; STK33 inh = nt
# `COc1ccc(NC(=O)Nc2ccc3c(c2)CC(=O)N([C@H](C)CO)C[C@H](C)[C@H](CN(C)Cc2ccc4c(c2)OCO4)O3)cc1` is entered as p53 PUMA act = nt; STK33 inh = -1

# (next part)
SMILES,p53 PUMA act,STK33 inh
Cc1noc(C)c1S(=O)(=O)N(C)C[C@@H]1OCCCC[C@H](C)Oc2ccc(N(C)C)cc2C(=O)N([C@H](C)CO)C[C@@H]1C,1,nt
CCc1ccc(NC(=O)CSc2nnc(-c3ccc(Br)cc3)n2C)cc1,-13,0
CCn1c(SCC(=O)Nc2ccc(Cl)cc2C)nnc1-c1ccncc1,-16,-2
CC(C)NC(=O)Nc1ccc2c(c1)C(=O)N([C@H](C)CO)C[C@@H](C)[C@H](CN(C)C(=O)CCCN(C)C)OCCCC[C@@H](C)O2,8,nt
C[C@H](CO)N1C[C@H](C)[C@@H](CN(C)C(=O)Nc2ccc3c(c2)OCO3)Oc2cc(C#Cc3ccccc3)ccc2S1(=O)=O,-18,nt
C[C@H](CO)N1C[C@H](C)[C@H](CN(C)C(=O)Cc2ccccc2)Oc2cc(C#Cc3ccccc3F)ccc2S1(=O)=O,-19,nt
COC(=O)c1sccc1NC(=O)c1cc(-c2cccnc2)nc2ccc(Cl)cc12,3,1
Cc1cc(C)c(NC(=O)CCCC(=O)O)c(C)c1,-11,-1
C[C@H]1CN([C@@H](C)CO)S(=O)(=O)c2ccc(-c3cccnc3)cc2O[C@@H]1CN(C)C(=O)c1cccc(F)c1,-2,nt
COC(=O)c1c(NC(=O)COc2ccc(C(C)C)c(C)c2)sc2c1CCC2,17,-1
CCc1ccc(OCC(=O)Nc2ccc(-c3nc4ccccc4o3)c(O)c2)cc1,59*,-1
C[C@@H]1CN([C@H](C)CO)C(=O)Cc2cc(NC(=O)Nc3ccccc3)ccc2O[C@H]1CN(C)CC1CC1,2,-1
